# Yfh1-depleted yeast: enhancers of respiration in Yfh1-depleted yeast, dose response, Friedreich's ataxia, plus single-dose screen (AID 1465); S. cerevisiae Yfh1-off respiration, WST-1 reduction, 72 h; higher fold induction means a stronger effect; 220,000 tested, 0.074% active; one-dose fold induction at 50 µM; EC50 in µM for titrated hits;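 active = fold induction of absorbance versus untreated yeast above a set limit, then at least 30% activation at any dose in follow-up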;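 also: activators that raise dye reduction in frataxin-depleted yeast; strong numbers were not always called active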
# Dengue-2 NS5 capping: flavivirus cap methylation enzyme inhibition – biochemical, confirmation dose response, primary screen (AID 588689); Dengue-2 NS5 methyltransferase capping enzyme assay, biochemical; higher % means a stronger effect; one-dose inhibition, % at 25 µM; IC50 in µM for titrated hits; 340,000 tested, 0.3% active; in the data active = a potency from the dose series
# NOD1 inhibition: NOD1 signaling inhibitors, primary screen, cell-based, luminescence, uHTS (AID 1578); NOD1-driven NF-kB luciferase reporter cells, luminescence; higher % means a stronger effect; inhibition, % at 4 µM; hits with a dose series show EC50 in µM; 290,000 tested, 1% active; in the data active = inhibition mostly above about 36%, no sharp cut-off; inactive = mostly below about 34%;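 also: HEK-293T reporter cells stimulated with the NOD1 agonist gamma-tri-DAP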
# KOR beta-arrestin-1: kappa opioid receptor activators – cell-based, luminescence, uHTS, primary screen (AID 1777); KOR beta-arrestin recruitment, luminescence; higher % means a stronger effect; one-dose activation, % at 10 µM; EC50 in µM for titrated hits; 280,000 tested, 0.02% active; in the data active = activation above about 50%, passing the limit was not always enough; also: a part of the inactive calls stands beside numbers as strong as those of hits
# KOR beta-arrestin-2: kappa opioid receptor blockers – cell-based, luminescence, uHTS (AID 1778); inhibition, % at 10 µM, or IC50 in µM where a hit was titrated; 290,000 tested, 0.091% active; KOR beta-arrestin recruitment, luminescence, antagonist mode; higher % means a stronger effect; also: strong numbers were not always called active
# HIV fusion peptide: inhibitors of HIV fusion peptide binding, primary screen, biochemical, uHTS, fluorescence dequenching (AID 1986). cell-free peptide binding, fluorescence dequenching, 30 min; higher % means a stronger effect. one-dose inhibition, % at 20 µM; IC50 in µM for titrated hits. 290,000 tested, 0.3% active; in the data active = inhibition mostly above about 52%, no sharp cut-off; inactive = mostly below about 76%; also: some results filed as inactive read as strong as hits
# HEK293 NOD2/NF-kB: inhibition of NOD2-driven NF-kB reporter – cell-based, luminescence, uHTS, HEK293 (AID 1566) | 290,000 tested, 0.63% active | HEK293 NOD2/NF-kB luciferase reporter, luminescence; higher % means a stronger effect | inhibition, % at 4 µM, or EC50 in µM where a hit was titrated; also: many of its hits are not listed in these tables
# AID2073: disruptors of CaV2.2 binding to Mint1 – biochemical, HTRF (AID 2073); 290,000 tested, 0.19% active; one-dose inhibition, % at 20 µM; IC50 in µM for titrated hits; HTRF protein-protein interaction, Mint1-CaV2.2; higher % means a stronger effect; in the data active = inhibition mostly above about 51%, no sharp cut-off; also: some results filed as inactive read as strong as hits
# West Nile virus CPE: West Nile virus antiviral activity, cell-based, CPE readout (AID 1621); CPE inhibition, % at 10 µM, or IC50 in µM where a hit was titrated; 290,000 tested, 0.02% active; West Nile virus-infected cells, CPE inhibition; higher % means a stronger effect; in the data active = a potency from the dose series; also: strong numbers were not always called active
# Numbers without * were called inactive; i = inactive; x = not tested or not shown; [ ] = dose if it differs, or a comment. Rule as the data show it, unless noted: active = inhibition above about 50%; inactive = the rest. This is a subset; rates above refer to the full screens.
Molecule | Yfh1-depleted yeast | Dengue-2 NS5 capping | NOD1 inhibition | KOR beta-arrestin-1 | KOR beta-arrestin-2 | HIV fusion peptide | HEK293 NOD2/NF-kB | AID2073 | West Nile virus CPE
Cc1ccc2c(c1)nc(NCCCO)n2C | i | 0% | -6% | -2.8% | -18% | -0.4% | 4% | -7% | 0.0%
CCOC(=O)C1CCCN(c2cc(=O)n(C3CCCCC3)c(=O)[nH]2)C1 (configuration not stated) | i | -7% | -27% | -6.4% | 11% | -0.6% | 9% | 0% | -0.5%
Cc1ccc(-c2nn(-c3cccc(F)c3)cc2CN2CCN(c3ccccn3)CC2)o1 | i | -8% | -27% | 8.2% | -29% | 3.4% | 18% | 21% | -1.0%
CC(C)(C)OC(=O)CN1C(=O)S/C(=C\c2ccc(-c3cccc(C(=O)O)c3)o2)C1=O | x | x | -29% | -2.3% | 1% | 52% | -2% | 14% | 0.0%
O=C(c1ccccc1)N1CCN(C2CC3CCC2C3)CC1 (configuration not stated) | i | 0% | -34% | -2.3% | 14% | 5.6% | -2% | 3% | -0.5%
COc1ccccc1C(=O)Nn1c(C2CCC2)nc2ccccc2c1=O | i | -1% | 2% | 3.0% | 3% | 14% | 16% | -2% | -0.3%
O=c1c2ccccc2nc2n1C(CSc1ccc(F)cc1)CN2 (configuration not stated) | i | -4% | 0% | -0.4% | -17% | -2.3% | 1% | 6% | 0.5%
COc1ccc(N2C(=O)CC(c3ccc([N+](=O)[O-])cc3)C2=O)cc1 (configuration not stated) | x | 4% | -12% | -4.1% | -6% | -4.0% | 3% | 6% | 0.0%
O=C(C1CCCN(Cc2ccc(F)cc2)C1)N1CCCCC1 (configuration not stated) | x | -6% | -14% | -4.4% | -3% | -0.6% | -25% | 16% | 0.3%
Cc1ccc(NC(=O)C2C3CCC(O3)C2C(=O)O)cc1Cl (configuration not stated) | x | -4% | -20% | -0.6% | -3% | -0.2% | 8% | 2% | -0.4%
Cc1ccc(C)c(N2CCN(c3nc4ccccc4c(=O)n3Cc3ccccc3)CC2)c1 | i | 6% | 10% | 8.1% | 1% | 2.6% | 8% | 5% | -0.2%
CC(C)(C)c1cc(-c2nc(N)nc(N)n2)cc(C(C)(C)C)c1 | i | -3% | -7% | 4.6% | -39% | -0.4% | 16% | 9% | -0.2%
CC(C)(C)C(=O)CN1C(=O)NC(C)(Cc2ccc3c(c2)OCO3)C1=O (configuration not stated) | x | -2% | 2% | 3.8% | -45% | -0.8% | -2% | 9% | -0.9%
N#Cc1sc2nc3c(c(-c4ccco4)c2c1N)CCCC3 | x | 6% | 8% | 5.8% | -36% | 0.8% | 21% | 2% | x
CC(C)C1C(C#N)=C(N)Oc2n[nH]c(-c3ccc4ccccc4c3)c21 (configuration not stated) | i | -3% | -25% | 1.7% | -106% | -3.5% | -10% | -8% | 2.8%
CC1(C)S/C(=N/N=C/c2cccs2)NC1=O | i | -8% | -29% | 0.0% | 16% | -1.0% | 9% | -5% | 0.5%
OC(CCCN1CCCCC1)(c1ccccc1)c1ccccc1 | i | -3% | -10% | -0.8% | 6% | -0.9% | 7% | 6% | -0.8%
Cc1cccc(NC(=O)C2CCCN(S(=O)(=O)c3ccc(-n4cnnn4)cc3)C2)c1 (configuration not stated) | x | -2% | -47% | 1.9% | 6% | 1.0% | -4% | 14% | 1.6%
O=S1(=O)[C@H]2C[C@@H]3C=C[C@@]2(CN1Cc1cccc(Cl)c1)O3 | x | 2% | 15% | -4.1% | -35%[20 µM] | 0.3% | 9% | 5% | -0.8%
Cc1[nH]c(-c2ccc(F)cc2)cc1C(=O)N1CCN(c2ccc(Cl)cc2)CC1 | x | -5% | 1% | -4.4% | 4% | -0.8% | 18% | 3% | -1.0%

# Sorted by value in NOD1 inhibition (smallest number first): three of the compounds above.
molecule,NOD1 inhibition
Cc1ccc(-c2nn(-c3cccc(F)c3)cc2CN2CCN(c3ccccn3)CC2)o1,-27%
O=c1c2ccccc2nc2n1C(CSc1ccc(F)cc1)CN2 (configuration not stated),0%
Cc1[nH]c(-c2ccc(F)cc2)cc1C(=O)N1CCN(c2ccc(Cl)cc2)CC1,1%

# The listing picks up, repeating the two entries before the break.
Molecule | Yfh1-depleted yeast | Dengue-2 NS5 capping | NOD1 inhibition | KOR beta-arrestin-1 | KOR beta-arrestin-2 | HIV fusion peptide | HEK293 NOD2/NF-kB | AID2073 | West Nile virus CPE
O=S1(=O)[C@H]2C[C@@H]3C=C[C@@]2(CN1Cc1cccc(Cl)c1)O3 | x | 2% | 15% | -4.1% | -35%[20 µM] | 0.3% | 9% | 5% | -0.8%
Cc1[nH]c(-c2ccc(F)cc2)cc1C(=O)N1CCN(c2ccc(Cl)cc2)CC1 | x | -5% | 1% | -4.4% | 4% | -0.8% | 18% | 3% | -1.0%
CCOC(=O)c1sc2nc(N3CCOCC3)c3c(c2c1N)CCCC3 | i | -3% | -11% | 29% | -12% | -0.3% | 22% | 33% | -0.5%
COc1ccc(C(CNC(=O)c2ccccc2C)N2CCCC2)cc1 (configuration not stated) | i | -1% | -9% | -3.8% | 6% | 5.5% | 0% | -5% | -1.0%
Cc1cc(-c2nc(C)c(C(=O)NNC(=O)NC(C)C)s2)no1 | i | -2% | -20% | -2.6% | 26% | -0.9% | -1% | -3% | 0.7%
CCN(CC)C(=O)c1ccc(-c2ccccc2)cc1 | i | -3% | -7% | -0.7% | -6% | 0.3% | -22% | -2% | -0.5%
CCCSc1nc(O)c(C2OC(=O)c3c2ccc(OC)c3OC)c(=O)n1C (configuration not stated) | i | 4% | 0% | 1.8% | -32% | -0.6% | 3% | 5% | 0.1%
Cn1c(N)c(C(=O)COC(=O)C2CCN(S(=O)(=O)c3cccs3)CC2)c(=O)n(C)c1=O | i | -6% | -3% | -0.9% | 29% | -1.6% | 12% | -8% | -0.1%
COc1cc(-c2nn3c(-c4cccc(C)c4)nnc3s2)cc(OC)c1OC | i | -1% | -48% | -5.9% | 17% | -1.9% | 8% | 17% | 0.2%
COCCn1nnnc1C(c1cccc(C(F)(F)F)c1)N1CCOCC1 (configuration not stated) | i | -7% | 2% | -2.7% | -11% | 2.1% | -3% | 6% | 0.3%
CCS(=O)(=O)n1nc(-c2ccco2)nc1SC | i | -2% | 1% | 3.8% | -88% | 2.9% | 7% | 18% | 0.2%
Cc1ccc(C2=NN(C(=O)CSc3nc(N)cc(N)n3)C(c3ccco3)C2)cc1 (configuration not stated) | i | 1% | -21% | -0.1% | 43% | -1.8% | 13% | -36% | -0.6%
CC1CC(C)CN(CCCNC(=O)c2nn(C)c3c2CS(=O)(=O)c2ccccc2-3)C1 (configuration not stated) | x | -5% | -10% | -2.9% | -5% | 0.1% | 0% | 6% | -0.1%
O=c1c2ccccc2nc(/C=C/c2ccccc2)n1CCc1ccccc1 | i | 5% | -1% | -0.1% | -12% | -0.9% | 6% | 6% | -0.6%
CCN(CC)S(=O)(=O)c1cccc(NC(=O)CSc2nnc(N)s2)c1 | i | 5% | -24% | -4.2% | -10% | -0.4% | 12% | 9% | -0.5%
COc1ccc(C(=O)Cn2nc(CNc3ccc(Br)cc3)[n+]3c2CCCCC3)cc1 | i | -1% | -43% | -2.7% | -5% | -0.7% | 4% | 19% | 0.6%
Cc1c(C#N)c2ccccc2n1CCOc1ccccc1F | i | -3% | 10% | 1.2% | 6% | 0.8% | 8% | -1% | -0.3%
CCCCNC(=O)C(C#N)c1nc2ccccc2nc1N1CCCC1 (configuration not stated) | x | x | -19% | -1.3% | 11% | 19% | 0% | 10% | x
CCOc1cc(C(=O)Nc2ccc(S(=O)(=O)NC3=NCCCCC3)cc2)cc(OCC)c1OCC | i | -1% | 3% | -2.3% | 10% | -1.2% | 12% | -6% | -0.1%
O=C(OCc1ccc(Cl)c(Cl)c1)c1ccccn1 | i | -2% | -8% | -5.7% | -3% | -0.3% | 3% | -6% | 0.7%
CCN(CC)C(=O)c1[nH]cnc1C(=O)N[C@@H](Cc1ccccc1)C(=O)OC(C)(C)C | x | -5% | 32% | -5.3% | -4%[20 µM] | -1.2% | 6% | 5% | -1.0%
Nc1nc(N)nc(-c2ccc(Cl)cc2)n1 | i | -1% | -11% | 0.7% | -31% | -0.8% | 0% | -2% | 1.2%
CC/C(=N/Nc1ccccc1)c1cnnc(-c2ccccc2)n1 | i | 5% | 4% | -2.1% | -26% | -1.6% | 26% | -17% | 2.2%
CCOC(=O)CSc1nnc(CNC(=O)c2cccc(C)c2)n1-c1ccccc1OC | x | x | -6% | 4.2% | 0% | 0.1% | 22% | -10% | x
CCOC(=O)COc1ccccc1/C=C\[N+](=O)[O-] | i | -14% | 65% | -9.5% | -66% | -0.9% | -93% | 46% | 0.5%
CCCCC1=CC2=CC(=O)C(C)(OC(=O)CC)C(=O)C2=CN1c1ccc(OC)cc1 (configuration not stated) | i | 14% | -6% | -3.3% | 15% | 7.4% | 10% | 1% | -0.3%
Cc1cccc(CC(C)NC(=O)CCc2nnc(-c3ccccc3)o2)n1 (configuration not stated) | i | -1% | -34% | 1.9% | -44% | 0.7% | -7% | -2% | 0.7%
CCOc1ccc(OCC)c(S(=O)(=O)NCCCN2CCOCC2)c1 | i | 2% | -21% | 4.9% | -14% | 1.9% | 16% | 11% | 0.0%
O=C(Nc1cc(Cl)cc(Cl)c1)N1CCCC1 | i | -11% | -12% | 0.8% | 14% | -0.4% | -1% | 4% | -1.3%
COc1ccc(NC(=O)CN(C)S(=O)(=O)c2ccc(Br)s2)cc1 | x | -3% | 51% | 8.4% | -12% | 1.2% | -48% | 1% | -0.5%
CC(C(=O)Nc1ccc(S(=O)(=O)N2CCCCC2)cc1)N1CCN(c2ccccn2)CC1 (configuration not stated) | i | x | -38% | -2.2% | 20%[20 µM] | -1.3% | 0% | 7% | -0.7%
Cc1cc2c(o1)CC(C)(C)CC2=O | i | -3% | -1% | -1.8% | -17% | -0.5% | -4% | 10% | -0.2%
COc1cccc(C(=O)NN/C(C)=C/C(=O)C(F)(F)C(F)(F)C(F)(F)F)c1 | i | -3% | -1% | 8.0% | -11% | 2.0% | -5% | 1% | -0.4%
COc1cccc(C(=O)/C=C/c2ccc(N3CCCCC3)c([N+](=O)[O-])c2)c1 | i | 7% | -11% | -2.8% | 30% | -0.4% | -21% | -2% | 0.3%
COc1ccc(S(=O)(=O)N[C@H](C(=O)O)C(C)C)cc1 | i | -8% | 4% | 1.6% | 2% | 2.5% | -4% | 1% | 0.7%
CCc1nc2nc(C)c(NS(=O)(=O)c3ccc(CC(C)C)cc3)c(=O)n2[nH]1 | x | 2% | 28% | 3.3% | -41% | 3.1% | -13% | 0% | 0.5%
CN(C)c1ccc(C(CNC(=O)c2cccs2)N(C)C)cc1 (configuration not stated) | x | 1% | -6% | -1.1% | 12% | 0.8% | 1% | -4% | -0.9%
CSc1ccccc1NC(=O)Cn1nc([N+](=O)[O-])c(Cl)c1C | i | -1% | -34% | x | -32%[20 µM] | 0.2% | -9% | 15% | 0.0%

# Compounds above with bromine:
Molecule | Yfh1-depleted yeast | Dengue-2 NS5 capping | NOD1 inhibition | KOR beta-arrestin-1 | KOR beta-arrestin-2 | HIV fusion peptide | HEK293 NOD2/NF-kB | AID2073 | West Nile virus CPE
COc1ccc(C(=O)Cn2nc(CNc3ccc(Br)cc3)[n+]3c2CCCCC3)cc1 | i | -1% | -43% | -2.7% | -5% | -0.7% | 4% | 19% | 0.6%
COc1ccc(NC(=O)CN(C)S(=O)(=O)c2ccc(Br)s2)cc1 | x | -3% | 51% | 8.4% | -12% | 1.2% | -48% | 1% | -0.5%

# Compound activity: PubChem BioAssay, several laboratories
